KCNK3 block = human KCNK3 channel inhibition, primary screen. B-score at 10 µM. AID 602410. 0.84% of 340,000 active. CHO-KCNK3 thallium flux, FluxOR fluorescence; active compounds read low;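 active means B-score under library mean minus 4 SD, starting fluorescence ratio at most library mean plus 5 SD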;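 further: more negative B-score means stronger inhibition of thallium flux through KCNK3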
Target sequence (O14649 whole entry, looked up): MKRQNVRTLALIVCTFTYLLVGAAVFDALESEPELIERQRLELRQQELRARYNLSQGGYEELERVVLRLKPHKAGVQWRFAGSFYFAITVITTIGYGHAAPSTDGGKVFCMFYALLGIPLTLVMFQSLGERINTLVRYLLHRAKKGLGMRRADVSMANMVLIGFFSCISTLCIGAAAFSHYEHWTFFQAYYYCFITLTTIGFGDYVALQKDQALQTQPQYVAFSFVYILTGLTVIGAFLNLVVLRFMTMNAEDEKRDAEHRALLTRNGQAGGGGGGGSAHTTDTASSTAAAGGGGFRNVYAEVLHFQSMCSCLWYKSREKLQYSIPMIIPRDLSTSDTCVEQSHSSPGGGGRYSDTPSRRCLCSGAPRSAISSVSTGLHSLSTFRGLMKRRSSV
TMEM16A inh = blocks the mouse calcium-activated chloride channel TMEM16A; Q8BHY3; HEK293 TMEM16A/YFP iodide influx fluorescence, ionomycin; normalized B-score (activity score, 25-100; higher = stronger inhibition) at 10 µM; 1.2% of 310,000 active; AID 588511;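 active means ratio plate-corrected score three or more library SD toward inhibition, starting fluorescence score within five deviations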;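 further: score derived from kinetic fluorescence span divided by baseline fluorescence per well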
KCNQ1 inh = blocks the human KCNQ1 potassium channel. CHO-K1 KCNQ1, FluxOR thallium flux fluorescence; active compounds read high. B-score at 10 µM. 1.3% of 310,000 active. P51787;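 active means compounds whose thallium flux B-score, printed positive for inhibition, exceeds three library SD while starting fluorescence stays within three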;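 further: channel opened by potassium depolarization with thallium stimulus after 20 min compound exposure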
Target sequence (P51787 whole entry, looked up): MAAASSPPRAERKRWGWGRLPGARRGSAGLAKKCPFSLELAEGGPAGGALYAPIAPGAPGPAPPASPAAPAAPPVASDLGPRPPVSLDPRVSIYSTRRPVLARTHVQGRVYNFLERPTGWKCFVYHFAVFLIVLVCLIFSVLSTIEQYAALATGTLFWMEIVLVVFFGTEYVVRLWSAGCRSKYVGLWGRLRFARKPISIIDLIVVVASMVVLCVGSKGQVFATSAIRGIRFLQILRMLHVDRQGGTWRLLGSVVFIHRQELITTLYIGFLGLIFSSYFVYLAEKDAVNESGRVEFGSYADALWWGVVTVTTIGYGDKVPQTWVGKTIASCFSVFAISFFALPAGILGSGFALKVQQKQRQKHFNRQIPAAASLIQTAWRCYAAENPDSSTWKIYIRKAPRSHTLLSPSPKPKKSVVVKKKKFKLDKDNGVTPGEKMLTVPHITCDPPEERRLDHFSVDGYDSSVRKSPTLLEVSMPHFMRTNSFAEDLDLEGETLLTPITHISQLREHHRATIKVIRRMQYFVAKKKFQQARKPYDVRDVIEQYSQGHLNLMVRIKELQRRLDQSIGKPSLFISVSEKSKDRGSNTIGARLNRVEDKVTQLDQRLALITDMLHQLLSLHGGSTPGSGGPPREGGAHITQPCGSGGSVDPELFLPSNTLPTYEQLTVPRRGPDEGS
ANO1 activ = activates or potentiates the mouse TMEM16A chloride channel. Q8BHY3. HEK293 TMEM16A/YFP-H148Q/I152L, iodide quench fluorescence; active compounds read low. B-score at 10 µM. 0.3% of 340,000 active. AID 623877;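 active means fluorescence-ratio B-score plate-corrected deviation score at least 3 library SD below zero, with starting fluorescence score within 5 deviations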;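 further: channel opened by trigger with iodide after compound preincubation; score built on the fluorescence ratio of max minus min over baseline; more negative score means more quench and so TMEM16A activation or potentiation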
TRPC4 potent = allosteric potentiators of mouse TRPC4 channel. HEK293 TRPC4beta/mu-opioid, DAMGO EC20, Fluo-4 Ca2+ flux; active compounds read high. B-score at 10 µM. 0.42% of 310,000 active. AID 2227;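 active means B-score of calcium response area above 5 SD of library B-scores, with initial fluorescence ratio within 5 SD of library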;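 further: B-score of integrated fluorescence ratio over time as area under calcium response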
DYRK1A inh = Dyrk1A (rat) kinase inhibition. 0.43% of 310,000 active. ADP-Glo luminescence, NFATc1 peptide. AID 504441. inhibition, % at 12.5 µM; in the data active means inhibition above about 50%;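 further: plate controls were vehicle with enzyme for no effect and no enzyme for full effect; many of its hits are not listed in these tables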
KCNK9 inh = blocks the human KCNK9 two-pore domain potassium channel | AID 488922 | HEK293 KCNK9, FluxOR thallium flux fluorescence; active compounds read low | 1.2% of 310,000 active | B-score at 10 µM;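 active means ratio B-score over 3 SD below the library mean, with starting fluorescence within 5 SD of its mean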;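 further: negative B-score means less thallium flux so channel inhibition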
hERG rescue = compounds protecting human hERG from proarrhythmic drug block. CHO-hERG, FluxOR thallium flux, dofetilide IC70 present. 0.51% of 310,000 active. Q12809. AID 1511. activation (rescue from dofetilide block), less the hit threshold, % at 10 µM;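 active means activation above the mean of controls blocked by dofetilide plus 5 SD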;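 further: thallium influx through hERG after potassium depolarization seen as dye fluorescence rise; in these data hits start at about 4.7%; inactives centre near -7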
KCNQ1 act = potentiates or activates the human KCNQ1 potassium channel; P51787; CHO-K1 KCNQ1, thallium flux FluxOR fluorescence; active compounds read high; B-score at 10 µM; 0.35% of 310,000 active; AID 2648;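 active means fluorescence ratio B-score, a plate-corrected score, at least three library SD, with initial intensity B-score within 5 SD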
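Material: CHO-K1 cells stably expressing KCNQ1. Medium: assay buffer for compound exposure, DMSO matched across wells. Reagent: K+/Tl+ depolarizing stimulus. Compound dosing: single-concentration screen. Times: 37 °C overnight plating, 90-min dark dye load, 20-min compound pretreatment. Technique: FluxOR Tl+ flux fluorescence.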
HDAC3 inhib = blocks human histone deacetylase 3 | O15379 | recombinant HDAC3, fluorogenic peptide/trypsin coupled, fluorescence | 0.15% of 320,000 active | inhibition, % at 8.3 µM; in the data active means inhibition above about 26%, passing the limit was not always enough; inconclusive means no clear call, values can overlap the other calls
TRPC4 agonist = TRPC4 (mouse) channel activation. Q9QUQ5. HEK293 TRPC4beta/mu-opioid, Fluo4 calcium fluorescence; active compounds read high. B-score at 10 µM. 0.49% of 310,000 active;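 active means B-score above 5 SD of library B-scores, and initial fluorescence ratio not above library mean plus 5 SD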;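 further: positive B-score marks a calcium rise read as TRPC4 activation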
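Assay system: HEK293 stable line with TRPC4beta plus mu-opioid receptor. Times: dye 45 min RT, read 110 s. Measured by: kinetic Fluo4 calcium fluorescence. Measure: B score of integrated ratio. Controls: assay buffer as low control, maximal DAMGO as high control.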
The depositor's hits bear a star; i = inactive; ? = inconclusive; . = not tested or not shown; & = joins results of further samples.

Start of the data: the first 3 entries, to show the layout:
SMILES	KCNK3 block	TMEM16A inh	KCNQ1 inh	ANO1 activ	TRPC4 potent	DYRK1A inh	KCNK9 inh	hERG rescue	KCNQ1 act	HDAC3 inhib	TRPC4 agonist
Cc1ccc(NC(=O)CCn2c(=O)c3cccn3c3ccccc32)cc1C	i	i	i	i	i	4	i	-7	i	0	i
O=C(NCc1ccccn1)[C@H]1C[C@@H]1[C@H](NP(=O)(c1ccccc1)c1ccccc1)c1ccccc1	i	i	i	i	i	7	i	-4	i	3	i
COCCNCCOCCOc1ccc(Cl)c(C)c1	i	i	i	i	i	7	i	-10	i	0	i

The listing, previewed entries included:
SMILES	KCNK3 block	TMEM16A inh	KCNQ1 inh	ANO1 activ	TRPC4 potent	DYRK1A inh	KCNK9 inh	hERG rescue	KCNQ1 act	HDAC3 inhib	TRPC4 agonist
Cc1ccc(NC(=O)CCn2c(=O)c3cccn3c3ccccc32)cc1C	i	i	i	i	i	4	i	-7	i	0	i
O=C(NCc1ccccn1)[C@H]1C[C@@H]1[C@H](NP(=O)(c1ccccc1)c1ccccc1)c1ccccc1	i	i	i	i	i	7	i	-4	i	3	i
COCCNCCOCCOc1ccc(Cl)c(C)c1	i	i	i	i	i	7	i	-10	i	0	i
COc1cc(/C=C/C(=O)N2C(=O)c3cccc(N)c3C2=O)cc(OC)c1OC	i	i	i	i	i	-1	i	-14	i	2	i
Cc1c(Cl)cnc(NC(=O)COC(=O)c2ccc3c(c2)OCO3)c1Cl	i	i	i	i	i	-11	i	-5	i	3	i
CCOc1ccc2oc(C(=O)O)c(C)c2c1	i	i	i	i	i	8	i	-11	i	-4	i
COc1ccc(C(=O)NC(CCSC)C(=O)N2CCCCCC2)cc1 (centres undefined)	i	i	i	i	i	1	i	-11	i	0	i
COc1ccc(-c2csc(Nc3ccc(C)cn3)n2)cc1OC	i	i	i	i	i	-5	i	-15	i	3	i
CCN(CC)S(=O)(=O)c1ccc(N2CCOCC2)c(NC(=O)C2CCCO2)c1 (centres undefined)	i	i	i	i	i	-3	i	-7	i	.	i
CCn1nc(C)c(/C=N/NC(=O)Cn2nc(C)cc2C)c1C	i	i	i	i	i	-6	i	-7	i	2	i
C/C(CC(=O)Nc1cc(Cl)ccc1Cl)=N\NC(=O)c1ccco1	i	i	i	i	i	0	i	-8	i	3	i
CCCn1c(=O)c(C(=O)NNC(=O)Cc2ccccc2)c(O)c2ccccc21	i	i	i	i	i	4	i	-3	i	4	i
c1ccc(-c2nc(NC3CCCC3)c3ccccc3n2)cc1	i	i	i	i	i	-2	i	-2	i	1	i
O=C(NC1CCCCC1)N1CCCC(c2nc(-c3cccs3)no2)C1 (centres undefined)	i	i	i	i	i	2	i	-4	i	3	i
COC(=O)c1ccccc1NC(=S)N(C)C	i	i	i	i	i	-6	i	-6	i	-1	i
Cc1[nH]nc2c1C1(C(=O)N(Cc3ccc(Cl)cc3)c3ccccc31)C(C#N)=C(N)O2 (centres undefined)	i	i	i	i	i	.	i	-13	i	1	i
CC(=O)Oc1ccc2occ(-c3ccccc3)c2c1	i	i	i	i	i	-4	i	-8	i	5	i
CC1=NN(C)C(=O)C1Cc1c(F)cccc1Cl (centres undefined)	i	i	i	i	i	.	i	-4	i	-2	i
COc1ccccc1N1CCN(S(=O)(=O)CCNC(=O)c2ccc(OC(C)C)cc2)CC1	i	i	i	i	i	-1	i	-8	i	0	i
COc1ccc(NS(=O)(=O)c2ccc(Oc3cccc(C(=O)O)c3)cc2)cc1	i	i	i	i	i	0	i	-7	i	4	i
Cc1cccc(NC(=O)c2ccc([N+](=O)[O-])cc2Cl)n1	i	i	i	i	i	-3	i	-4	i	-2	i
COCCCN1C(=O)c2ccc(C(=O)OCC(=O)NCCc3ccccc3)cc2C1=O	i	i	i	i	i	-1	i	-14	i	-1	i
CN(C)S(=O)(=O)c1cccc(NC(=S)NCc2ccc3c(c2)OCO3)c1	i	i	i	i	i	2	i	-13	i	2	i
COC(=O)C(CCSC)NC(=O)CNC(=O)C1CCCCC1 (centres undefined)	i	i	i	i	i	7	i	-12	i	2	i
C/C(N)=C(/C#N)C(=O)CSc1nnc(SCc2ccc(Cl)cc2)s1	i	i	i	i	i	-1&-1	i	-3	i	6	i
(further entries)
SMILES	KCNK3 block	TMEM16A inh	KCNQ1 inh	ANO1 activ	TRPC4 potent	DYRK1A inh	KCNK9 inh	hERG rescue	KCNQ1 act	HDAC3 inhib	TRPC4 agonist
O=C(NC1(C(F)(F)F)C(=O)Nc2c1c(=O)[nH]c(=O)n2Cc1ccco1)C1CC1 (centres undefined)	i	i	i	i	i	-2	i	-4	i	2	i
CCNS(=O)(=O)c1ccc(CCC(=O)N2CCN(c3ccccc3F)CC2)cc1	i	i	i	i	i	-6	i	-8	i	-9	i
COC(=O)COc1ccc(S(=O)(=O)NCc2cccnc2)cc1C	i	i	i	i	i	-6	i	-11	i	1	i
Cc1cccc(C)c1NC(=O)COC(=O)CCc1ccc(S(=O)(=O)N2CCCCC2)cc1	i	i	i	i	i	-6	i	-4	i	1	i
COc1cccc(-n2nc3c(-n4ncc(C#N)c4N)nnc(C)c3c2C)c1	i	i	i	i	i	3	i	-9	i	1	i
O=C(Nc1ccc(Br)cn1)c1ccc([N+](=O)[O-])cc1Cl	i	i	i	i	i	21	i	-3	i	0	i
O=C(CNc1cccc2ccccc12)N/N=C/C=C/c1ccco1	i	i	i	i	i	0	i	-13	i	?	i
COC(=O)c1cc([N+](=O)[O-])c(-n2cncn2)c([N+](=O)[O-])c1	i	.	i	i	i	5	i	-16	i	.	i
S=c1[nH]ncn1NCc1ccc(Cl)cc1Cl	i	i	i	i	i	-1	i	-11	i	-3	i
COc1ccc2cc(C(=O)N3CCCCCC3)sc(=O)c2c1OC	i	i	i	i	i	5	i	-7	i	1	i
Cc1ccc(S(=O)(=O)CCC(=O)Nc2ccccc2Br)cc1	i	i	i	i	i	-2	i	-3	i	-1	i
COCC(=O)N/N=C/c1c(C)[nH]n(-c2ccccc2)c1=O	i	i	i	i	i	4	i	-5	i	-2	i
Cc1c(C(=O)N2CCN(c3cccc(Cl)c3)CC2)cccc1[N+](=O)[O-]	i	i	i	i	i	-7	i	-11	i	-1	i
S=c1[nH]ccn1-c1c(Cl)cccc1Cl	i	i	i	i	i	-5	i	-5	i	-8	i
COc1ccc(-n2sc3c(c2=S)-c2cc(OC)ccc2NC3(C)C)cc1	i	i	i	i	i	1	i	-9	i	-7	i
C#CCOC(=O)C(NC(=O)c1ccccc1)=C(C)C	i	i	i	i	i	-6	i	-8	i	4	i
Cc1ccc(S(=O)(=O)Nc2ccc3c(c2)CCC3)cc1	i	i	i	i	i	-1	i	-5	i	.	i
Cc1cc(Cl)ccc1NC(=O)CCC(=O)N/N=C/c1cccnc1	i	i	i	i	i	-8	i	-6	i	5	i
Cc1cc(C)n(-c2nc3ccccc3nc2N2CCN(C(=O)c3ccc(Cl)cc3)CC2)n1	i	i	i	i	i	.	i	-5	i	6	i
Fc1cccc(/C=N/Nc2ncnc3nc[nH]c23)c1	i	i	i	i	i	73*	i	-11	i	8	i
CCN(C(=O)CN1C(=O)/C(=C/c2ccccc2F)SC1=S)C1CCS(=O)(=O)C1 (centres undefined)	i	i	i	i	i	4	i	-6	i	-2	i
O=C(NC1CCCc2ccccc21)C1CCC(CNc2c(N3CCOCC3)c(=O)c2=O)CC1 (centres undefined)	i	i	.	i	.	-3	.	.	.	-4	.
CCOc1ccc(CNc2ncnc(N)n2)cc1	i	i	i	i	i	-7	i	-6	i	0	i
O=c1c2ccccc2sn1-c1ccc(S(=O)(=O)N2CCCCC2)cc1	i	i	i	i	i	3	i	-10	i	4	i
CCN1CCCC1CNC(=O)c1cc(S(N)(=O)=O)ccc1OC (centres undefined)	i	i	i	i	i	1	i	-7	i	3	i
Following part:
SMILES	KCNK3 block	TMEM16A inh	KCNQ1 inh	ANO1 activ	TRPC4 potent	DYRK1A inh	KCNK9 inh	hERG rescue	KCNQ1 act	HDAC3 inhib	TRPC4 agonist
O=C(CNC(=O)C1COc2ccccc2O1)N/N=C/c1ccc(O)cc1O (centres undefined)	i	i	i	i	i	10	i	-11	i	1	i
CCN(Cc1ccncc1)Cc1cn[nH]c1-c1ccc(OC)cc1F	i	i	i	i	i	1	i	-8	i	1	i
CCCOC(=O)c1ccc(OCC(O)CN2CCN(C(=O)c3ccccc3)CC2)cc1 (centres undefined)	i	i	i	i	i	6	i	-9	i	9	i
C/C(CC(=O)NC12CC3CC(CC(C3)C1)C2)=N\NC(=O)c1ccc(F)cc1	i	i	i	i	i	-4	i	-9	i	6	i
CC(C)(C)c1ccc(C(=O)NCC(=O)OCC(=O)c2ccc3c(c2)-c2ccccc2C3)cc1	i	i	i	i	i	-4	i	-4	i	-3	i
Cc1nnc(Sc2c(N)n(C)c(=O)n(C)c2=O)s1	i	i	i	i	i	0	i	-9	i	-1	i
Cc1nn(CC(=O)NCCc2ccccc2)c(=O)c2cccn12	i	i	i	i	i	-8	i	-6	i	-3	i
O=C(O)CSCc1nc2ccccc2s1	i	i	i	i	i	3	i	-9	i	3	i
Cc1ccc(-n2nc3c(=O)n(CCCC(=O)NCc4ccc(C)o4)nc(C)c3c2C)cc1	i	i	i	i	i	.	i	-9	i	1	i
Cn1c(Cn2cnc3ccccc32)nnc1SCc1ccccc1	i	i	i	i	i	0	i	-2	i	0	i
CCOc1ccc(C(=O)NN2C(=S)NC(C)(C)C=C2C)cc1	i	i	i	i	i	0	i	-6	i	-1	i
Cc1ccccc1CNC(=O)c1ccccc1C	i	i	i	i	i	-4	i	-12	i	3	i
COc1ccc([C@@H]2[C@H]3CN(C(C)=O)CC=C3C(C#N)=C(N)C2(C#N)C#N)c2ccccc12	i	.	i	i	i	.	i	-6	i	.	i
CC(=O)CC(C)(C)Nc1nc2cc([N+](=O)[O-])ccc2o1	i	i	i	i	i	5	i	-4	i	-9	i
COc1ccc(C)cc1S(=O)(=O)N(C)CC(=O)Nc1ccccc1	i	i	i	i	i	-3	i	-1	i	1	i
Cc1csc(NC(=O)CSc2nnc(Cc3cccn3C)n2CCc2ccccc2)n1	i	i	.	i	.	-10	.	.	.	3	.
O=C(CCNC(=O)C1CCN(S(=O)(=O)c2ccc(F)cc2)CC1)NCc1ccccc1Cl	i	i	i	i	i	-1	i	-8	i	7	i
O=C(c1cc2ccccc2oc1=O)N1CCN(c2ccc(N3CCOCC3)nn2)CC1	i	i	i	i	i	4	i	-4	i	-2	i
CC(C)CC(=O)Nc1cccc2c1C(=O)N(c1ccccc1)C2=O	i	i	i	i	i	3	i	-7	i	2	i

Screening data deposited in PubChem by several laboratories.

These rows are one share of the data; the hit share may differ from the screen's.
